# PfG6PD inh – PfG6PD (Plasmodium falciparum) enzyme inhibition; PfGluPho enzyme, NADPH resazurin-diaphorase fluorescence; inhibition, % at 20 µM; actives 0.78% (n = 350,000);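 active = inhibition reaching at least a set limit at 20 µM in the primary screen, cut at about 59% in these data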;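 also: 0% = DMSO wells with substrate and 100% = DMSO wells lacking glucose-6-phosphate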
# HKDC1 inh – HKDC1 (human) hexokinase inhibition. Q2TB90. recombinant HKDC1, G6PDH/diaphorase resazurin coupled fluorescence. inhibition, % at 20 µM. actives 0.16% (n = 340,000). AID 493160;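 active = inhibition above about 35% when tested at 20 µM, limit read from the data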;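 also: plate controls were DMSO wells with enzyme for no effect and DMSO wells lacking enzyme for full effect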
#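 Material: recombinant HKDC1 hexokinase; Amount: HKDC1 at 5 µg/mL; Medium: Tris pH 8.0 buffer with MgCl2, Tween-20, BSA, BME; Schedule: 90 min reaction incubation at room temperature, dark; Technique: coupled resazurin fluorescence, excitation 525 nm, emission 613 nm.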
# SENP8 block-1 – inhibitors of human SENP8 protease | Q96LD8 | purified SENP8, Z-RLRGG-aminoluciferin cleavage, luminescence | inhibition, % at 10 µM | actives 1.2% (n = 330,000) | AID 2540; in the data active = inhibition above about 50%
# Target sequence (Q96LD8 whole entry, looked up): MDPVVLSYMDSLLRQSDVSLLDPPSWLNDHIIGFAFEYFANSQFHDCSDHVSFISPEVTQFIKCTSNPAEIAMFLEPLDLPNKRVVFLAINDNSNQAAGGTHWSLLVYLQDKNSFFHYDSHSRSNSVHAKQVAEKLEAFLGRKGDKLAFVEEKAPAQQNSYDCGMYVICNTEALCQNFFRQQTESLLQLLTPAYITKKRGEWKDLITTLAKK
# SENP6 inh – blocks the human protease SENP6; Q9GZR1; Recombinant SENP6 catalytic domain, aminoluciferin luminescence; inhibition, % at 10 µM; actives 1.8% (n = 330,000); AID 2599;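 active = inhibition above about 50% at the single tested dose, limit read from the data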;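 also: plate controls were DMSO wells with enzyme for no effect and DMSO wells lacking enzyme for full effect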
# Target sequence (Q9GZR1 628-1112 limits assumed): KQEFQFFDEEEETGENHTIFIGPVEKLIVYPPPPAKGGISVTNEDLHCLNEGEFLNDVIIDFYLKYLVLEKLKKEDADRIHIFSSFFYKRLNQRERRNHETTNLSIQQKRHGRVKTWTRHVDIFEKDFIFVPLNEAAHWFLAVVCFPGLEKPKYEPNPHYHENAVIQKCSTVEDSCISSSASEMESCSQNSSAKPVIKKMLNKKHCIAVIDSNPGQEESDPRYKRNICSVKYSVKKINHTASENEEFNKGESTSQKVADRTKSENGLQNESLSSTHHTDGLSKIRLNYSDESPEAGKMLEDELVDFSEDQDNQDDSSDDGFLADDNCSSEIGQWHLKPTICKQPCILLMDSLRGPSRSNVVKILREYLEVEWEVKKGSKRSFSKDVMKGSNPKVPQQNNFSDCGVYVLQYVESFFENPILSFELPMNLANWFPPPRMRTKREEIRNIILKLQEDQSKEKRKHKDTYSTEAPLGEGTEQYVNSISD
# NLRP3 yeast inh – NALP3 inhibition in yeast | AID 2825 | Yeast reconstituted NLRP3/ASC/caspase-1, beta-gal luminescence, 24 h | inhibition, % at 10 µM | actives 0.39% (n = 330,000);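 active = inhibition of 50% or more; inactive = inhibition below 50%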;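 also: plate controls were induced DMSO wells for no effect and uninduced yeast grown without galactose for full effect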
# SENP7 inh – blocks the human protease SENP7; recombinant SENP7, Z-RLRGG-aminoluciferin luminescence, 40 min; actives 1.5% (n = 330,000); AID 434973; inhibition, % at 5 µM;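 active = inhibition above about 50% at the single test dose, limit read from the data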;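 also: plate controls were DMSO with enzyme for no effect and no enzyme buffer wells for full effect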
# Target sequence (Q9BQF6 706-1050 limits assumed): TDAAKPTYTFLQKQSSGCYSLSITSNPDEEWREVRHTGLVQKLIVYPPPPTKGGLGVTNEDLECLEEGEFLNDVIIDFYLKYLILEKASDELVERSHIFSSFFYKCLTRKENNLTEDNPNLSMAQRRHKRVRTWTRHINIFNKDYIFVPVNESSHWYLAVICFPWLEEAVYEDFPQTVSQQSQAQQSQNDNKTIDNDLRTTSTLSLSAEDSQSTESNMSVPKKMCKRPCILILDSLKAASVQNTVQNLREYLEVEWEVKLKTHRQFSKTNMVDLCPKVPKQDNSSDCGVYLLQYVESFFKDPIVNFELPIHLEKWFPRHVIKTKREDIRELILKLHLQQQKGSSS
# SENP8 block-2 – SENP8 (human) protease inhibition. inhibition, % at 20 µM. Q96LD8. actives 0.64% (n = 360,000). AID 602440. recombinant SENP8, Nedd8 substrate fluorescence; in the data active = inhibition mostly above about 40%, no sharp cut-off; inactive = mostly below about 27%
# Apaf-1 inh – human Apaf-1 inhibition. O14727. AID 489030. actives 0.71% (n = 330,000). reconstituted apoptosome caspase-3 activity, DEVD-Rh110 fluorescence. inhibition, % at 20 µM; active = inhibition of at least 40% at 20 µM;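 also: plate controls were DMSO wells for no effect and DEVD-CHO caspase inhibitor wells for full effect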
#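 Medium: Hepes buffer, pH 7.5 / System: biochemical Apaf-1 apoptosome reconstitution / Measured by: Rh110 fluorescence, excitation 480 nm, emission 540 nm / Times: compound with Apaf-1, dATP, procaspase-3 30 min, then 50 min reaction, room temperature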
# SENP1 FRET inh – blocks the human SENP1 SUMO protease catalytic domain; recombinant SENP1 catalytic domain, CyPet-SUMO1-YPet FRET cleavage; inhibition, % at 10 µM; actives 0.21% (n = 360,000); AID 624204;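 active = inhibition at least 30% at 10 µM, raw YFP signal under a set limit, fluorescence ratio 0.5 to 1.5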;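 also: 0% = enzyme with DMSO and 100% = no enzyme wells; some results filed as inactive read as strong as hits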
#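 Test system: human SENP1 catalytic domain; medium: Tris pH 8 buffer plus EDTA, NaCl, BME, BSA, NP40, catalase; incubation: 50 min reaction at room temperature; technique: FRET, CFP and YFP emission; controls: no-enzyme low control and enzyme-plus-DMSO high control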
# Numbers without * were called inactive; x = no result given.
SMILES,PfG6PD inh,HKDC1 inh,SENP8 block-1,SENP6 inh,NLRP3 yeast inh,SENP7 inh,SENP8 block-2,Apaf-1 inh,SENP1 FRET inh
COc1cc(C(=O)N/C(=C\c2cn(C)c3ccccc23)C(=O)N2CCN(C)CC2)cc(OC)c1OC,-10,-18,-4,-1,1,-6,-13,-12,-9
CC(C)(C)c1ccc(C(=O)O)c(C(=O)c2ccccc2)c1,-32,20,-7,-3,33,-11,9,19,1
O=S(=O)(Cc1ccccc1)CS(=O)(=O)Cc1ccccc1,-10,-4,x,x,x,x,4,x,2
O=C(O)c1cc(-c2ccccc2)n(-c2ccccc2)n1,-12,-6,-5,-28,10,-7,6,11,1
O=C(Cn1c(=O)oc2ccccc21)Nc1ccc(Cl)cc1Cl,-4,2,2,-2,-8,5,10,9,4
Cc1cc(NS(=O)(=O)c2ccc(NC(=S)NCc3ccccc3)cc2)no1,-15,-9,-1,1,14,3,8,-8,-2
COc1ccc(Cn2ccnc2CO)cc1[N+](=O)[O-],24,-1,1,-10,16,4,17,-6,0
CCCC(=O)N(c1ccc2oc(=O)sc2c1)S(=O)(=O)c1ccccc1,-1,-26,-7,-9,1,8,28,-7,1
O=C(Nc1ccccc1)c1ccc2ccccc2n1,24,-5,65*,73*,9,73*,5,11,-1
Cc1nc(C#N)c(N/N=C/c2cccc(Cl)c2)o1,36,2,86*,78*,1,11,-19,6,2
CNc1nc(OCC(F)(F)F)nc(OCC(F)(F)F)n1,-12,5,6,0,7,0,-17,-21,2
CC1(C2CC2)NC(=O)N(CC(=O)Nc2ccc(C(F)(F)F)cc2)C1=O (stereo unspecified),-8,0,-6,-2,25,6,11,9,2
COc1ccc(-c2cccc(C3CC=CC4C3C(=O)N(Cc3ccccc3)C4c3ccc4ccccc4c3)c2)cc1 (stereo unspecified),6,-1,-11,0,32,-1,-25,12,3
Cc1cccc(NC(=O)c2cc3n(n2)C(C(F)(F)F)CC(c2ccc4c(c2)OCO4)N3)c1 (stereo unspecified),25,-2,1,-5,21,7,2,-1,16
Cn1c(CNC(=O)C(Cc2ccccc2)NC(=O)c2ccccc2)cc(=O)n(C)c1=O (stereo unspecified),-21,1,-3,-8,-7,-5,1,-8,0
Cc1cccc(NC(=S)N2CCC(C(=O)c3ccc(F)cc3)CC2)c1C,10,5,-2,-2,6,-11,11,-1,2
O=S(=O)(NCc1ccccc1)c1ccc(S(=O)(=O)N(Cc2ccccn2)Cc2ccco2)cc1,-13,-8,-7,-26,-4,-11,0,-7,1
CC(C)c1ccc(C(=O)NCCCN2CCN(CCCNC(=O)c3ccc(C(C)C)cc3)CC2)cc1,4,-6,-6,0,15,2,17,18,-3
COc1ccc(NC2CCCN(C(=O)c3oc(C)cc3C)C2)cc1OC (stereo unspecified),33,6,0,-3,8,-6,18,5,-2
O=C(COc1ccccc1Cl)c1ccc[nH]1,-1,-7,-1,22,-4,9,10,-34,3
O=C1NC[C@H](Cc2ccccc2)N(C[C@H]2CCCN2C[C@H](Cc2ccc(O)cc2)N2C[C@H](Cc3ccc(O)cc3)N(CC3CCCCCC3)C(=O)C2=O)C1=O,17,15,x,x,x,x,13,x,4
O=C(CSC1=NS(=O)(=O)c2ccccc2N1)Nc1cccc(F)c1,-12,-3,0,-13,12,-3,15,1,4
Cc1ccnc(NC(=O)c2ccccc2NC(=O)c2ccccc2)c1,-2,-6,-4,9,29,7,-6,16,3
O=[N+]([O-])c1nn(-c2ccc3c(c2)OCCO3)n(O)c1=NCCC1=CCCCC1,14,-8,-3,-2,-2,7,22,9,2
Cc1ncc([N+](=O)[O-])n1CCOC(=O)Nc1ccc([N+](=O)[O-])cc1,24,-6,5,-4,-2,0,19,-4,1
CCOC(=O)C(Cc1c[nH]c2ccc([N+](=O)[O-])cc12)(NC(C)=O)C(=O)OCC,-11,12,x,x,x,x,30,x,1
CC(=O)C1=C(C)NC(SCC(=O)c2ccc(F)cc2)=C(C#N)C1CC(C)C (stereo unspecified),40,-1,-2,3,4,9,5,13,-30
COc1cc(/C=N/NC(=O)CCn2cnc(-c3ccccc3)c2-c2ccccc2)ccc1O,18,9,-3,-9,-13,6,-32,3,4
Cc1ccc(S(=O)(=O)N2CCN(C(=O)c3ccccc3)CC2)cc1,1,-1,-1,7,3,-3,25,-20,2
O=C1CC(c2ccccc2)CC(O)=C1C=Nc1ccc(O)cc1 (stereo unspecified),33,3,6,5,11,6,-72,24,-5

# An excerpt from further up, for reference:
SMILES,PfG6PD inh,HKDC1 inh,SENP8 block-1,SENP6 inh,NLRP3 yeast inh,SENP7 inh,SENP8 block-2,Apaf-1 inh,SENP1 FRET inh
CCOC(=O)C(Cc1c[nH]c2ccc([N+](=O)[O-])cc12)(NC(C)=O)C(=O)OCC,-11,12,x,x,x,x,30,x,1
CC(=O)C1=C(C)NC(SCC(=O)c2ccc(F)cc2)=C(C#N)C1CC(C)C (stereo unspecified),40,-1,-2,3,4,9,5,13,-30
COc1cc(/C=N/NC(=O)CCn2cnc(-c3ccccc3)c2-c2ccccc2)ccc1O,18,9,-3,-9,-13,6,-32,3,4
Cc1ccc(S(=O)(=O)N2CCN(C(=O)c3ccccc3)CC2)cc1,1,-1,-1,7,3,-3,25,-20,2

# New compounds follow:
SMILES,PfG6PD inh,HKDC1 inh,SENP8 block-1,SENP6 inh,NLRP3 yeast inh,SENP7 inh,SENP8 block-2,Apaf-1 inh,SENP1 FRET inh
COc1cccc(/C=N/NC(=O)CCc2ccccc2)c1,4,-2,1,8,7,3,9,-7,1
O=C(CN1C(=O)c2ccccc2S1(=O)=O)NCc1c(F)cccc1F,0,3,3,-7,5,3,19,-3,1
Cc1ccccc1C(=O)NC1CCN(CC(=O)Nc2nccs2)CC1,7,-8,8,4,15,3,10,5,3
O=C(Nc1ccc(-c2nc3ccccc3c(=O)o2)cc1)c1ccco1,-8,-5,5,26,17,41,-36,3,0
CCc1nc(N2CCC(C)CC2)c2oc3ccccc3c2n1,-4,-1,0,4,5,-3,-76,5,1
COc1ccc(N(CC(=O)Nc2ccccc2OC)S(=O)(=O)c2ccc(OC)c(OC)c2)cc1,-7,-4,-9,0,4,3,11,9,2
CC1=C(C(=O)OCC2CCCO2)C(c2ccc(O)cc2)NC(=O)N1 (stereo unspecified),-7,-16,7,-6,-10,0,14,-6,2
CCC1(C)CC(=O)N(c2ccc(F)c(Cl)c2)C(=O)C1,-5,-5,1,15,2,2,12,1,13
COc1ccc(S(=O)(=O)N2CCN(C)CC2)cc1Br,4,0,-3,8,8,-2,7,10,1
Cc1c(Cl)cccc1NC(=O)CCN1C(=O)NC(C)(C)C1=O,14,-3,1,-14,15,-6,18,-1,-1
CC(C)N(O)C(=O)NC(C)(C)C,-14,-7,-2,-4,13,3,10,2,-1
CC(C)CN(CC(C)C)S(=O)(=O)N1CCC(C(=O)NC2CCCCCCC2)CC1,-4,13,-1,-14,2,4,14,3,1
O=C(Nc1ccc(N2CCN(C(=O)c3ccco3)CC2)c(Cl)c1)c1cc2ccccc2o1,90*,2,-21,-25,23,-8,-29,27,2
COc1ccc(CN2CCN(Cc3cccc(F)c3)CC2)cc1OC,-5,-5,4,-7,19,6,9,-3,0
CC1CCCC(NC(=O)CN2C(=O)c3cccnc3Oc3ccc(Cl)cc32)C1C (stereo unspecified),17,-5,3,-2,9,1,10,7,2

# Reformatted tab-delimited: entries from further up
smiles	PfG6PD inh	HKDC1 inh	SENP8 block-1	SENP6 inh	NLRP3 yeast inh	SENP7 inh	SENP8 block-2	Apaf-1 inh	SENP1 FRET inh
Cc1ccccc1C(=O)NC1CCN(CC(=O)Nc2nccs2)CC1	7	-8	8	4	15	3	10	5	3
O=C(Nc1ccc(-c2nc3ccccc3c(=O)o2)cc1)c1ccco1	-8	-5	5	26	17	41	-36	3	0

# Remaining list, next part
SMILES,PfG6PD inh,HKDC1 inh,SENP8 block-1,SENP6 inh,NLRP3 yeast inh,SENP7 inh,SENP8 block-2,Apaf-1 inh,SENP1 FRET inh
COc1ccc(-c2noc(CSc3nc4ccccc4c(=O)n3-c3ccc(C)cc3)n2)cc1,20,-3,3,3,18,0,14,11,3
COc1ccc(/C=N/Nc2c(Cl)cc(Cl)cc2Cl)cc1CN1CCOCC1,-5,-1,-7,-16,23,11,12,27,-1
Cc1cc(NC(=O)c2cc(CC(C)C)on2)n(-c2ccccc2)n1,-6,-7,-4,-8,9,1,7,14,3
Cc1cc(=O)oc2cc(OCC(=O)NC3CCCC3)ccc12,7,-3,2,-5,21,-10,-44,-3,-1
COCc1cc(=O)[nH]c(/N=C(\N)Nc2cccc(Cl)c2)n1,11,-11,-8,-15,14,8,15,13,0
COc1cc(O)oc1C=Nc1ccc(Cl)cc1,-13,0,-4,-10,-2,-5,38,17,-3
COc1cc(C2NC(=O)CS2)cc(OC)c1OC (stereo unspecified),-10,-6,-1,-3,1,-2,9,3,1
CCC1Sc2ccc(S(=O)(=O)CCC(=O)NCc3cccs3)cc2NC1=O (stereo unspecified),13,-6,6,-7,-1,2,6,3,-2
CCOC(=O)c1ccc(N/C=C/C(=O)c2ccc(OC)cc2)cc1,0,-15,0,-3,17,5,-284,-5,-39
COc1ccc(/C=N/NC(=O)CN2CCCC2)cc1,10,-6,7,2,21,5,11,-8,0
O=C(NCC1CCCO1)c1ccccc1NS(=O)(=O)c1cccc([N+](=O)[O-])c1 (stereo unspecified),-14,-1,3,-2,28,0,-2,-4,1
CCOC(=O)C1(CCOc2ccccc2)CCN(Cc2cnc(C)s2)CC1,19,1,-2,-12,25,9,6,9,1
CSc1cccc(NC(=O)Nc2nc3c(C)cccc3s2)c1,-4,-3,-12,0,18,-8,15,20,1
Cc1ccc(S(=O)(=O)Nc2ccc3c(c2)nc(CN2CCCC2)n3C)cc1,-13,8,-8,-9,14,1,-138,-4,-20
COCC(=O)NC1CCN(CC(=O)Nc2ccccc2[N+](=O)[O-])CC1,4,-11,-7,-8,10,-4,6,5,0
O=c1c2ccccc2nnn1CCN1CCOCC1,-9,-6,3,-8,-4,-4,-4,-16,2
O=C(NCCC(=O)N1O[C@@H]2C=C[C@H]1C2)OCC1c2ccccc2-c2ccccc21,21,-3,x,x,x,4,8,16,-3
Cc1cccc(-c2c3c(=O)n(C)c(=O)n(C)c3cn2CCO)c1,-5,-5,-2,1,-13,-4,8,-7,-3
OCCCNC(=S)Nc1ccc(Oc2ccccc2)cc1,21,-9,-7,-3,15,2,8,6,3
Cc1cc(C)cc(OCC(=O)OCC(=O)N(CC(C)C)c2c(N)n(Cc3ccccc3)c(=O)[nH]c2=O)c1,-6,-1,-1,-11,7,4,10,7,0
Clc1ccsc1-c1ccc2ccccc2n1,-5,6,67*,88*,11,81*,-176,8,-7
Cc1c(N)cccc1Cl,7,-3,x,x,x,x,6,x,0
Cc1ccccc1-c1cc2nc(C)c(Cl)c(=O)n2[nH]1,22,7,8,15,3,2,-36,-20,-2
CC(Sc1n[nH]c(N)n1)C(=O)Nc1ccccc1-c1ccccc1 (stereo unspecified),18,-9,5,1,12,2,6,-3,0
Cc1ccc(C(=O)N/C(=C\c2ccco2)C(=O)NC2CCS(=O)(=O)C2)cc1 (stereo unspecified),11,-3,2,0,11,5,18,-14,-5
CCOC(=O)c1ccc(NC(=O)CCc2nc(-c3ccccc3Cl)no2)cc1,1,5,-5,-2,19,-2,7,17,-1
CCC(C)N(C(=O)COC(=O)c1ccccc1SCC(=O)N1CCCC1)C1CCS(=O)(=O)C1 (stereo unspecified),-4,-5,-3,0,7,8,-1,5,0

# Screening results from PubChem BioAssay.
